# mHTT-CaM PPI inh: mutant huntingtin-calmodulin interaction inhibitors – biochemical, AlphaScreen, primary screen. inhibition, % at 15 µM. AID 1671202, 2021. AlphaScreen His-mHTT/GST-CaM binding, luminescence. 190,000 tested, 3.6% active. P42858;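 note: 0% = both proteins with DMSO and 100% = one protein alone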
# Pf apPOL inh: Pf-apPOL inhibitors, biochemical, fluorescence; Plasmodium falciparum apicoplast DNA polymerase (apPOL); Recombinant Pf-apPOL, molecular beacon fluorescence, 1.5 h; inhibition, % at 10 µM; 210,000 tested, 0.25% active; AID 1794808, 2022
# Starred values were filed as active, the others as inactive; . = not tested or not shown; & = joins results of further samples. Cut-off read from the data, not from the text of the source: active = inhibition above about 50%; inactive = the rest.
SMILES,mHTT-CaM PPI inh,Pf apPOL inh
OCC1OC(OCC2OC(OC3(CO)OC(CO)C(O)C3O)C(O)C(O)C2O)C(O)C(O)C1O (stereo not given),.,-14
CCOc1ccccc1NC(=O)N1CCC(c2nc3ccncc3n2C)C1 (stereo not given),7,0
O=C(Nc1ccccc1F)c1ccccc1Cl,0,3
Cn1nc(COCc2ccccc2F)c2c1CCN(C(=O)Nc1cccc(F)c1)C2,6,-2
CCn1cc(C(=O)NC2CCCCC2C)c(=O)c2ccc(C)nc21 (stereo not given),3,-3
O=C(NC1CC2CC1CN2C(=O)c1cc(F)ccc1Cl)c1ccccc1 (stereo not given),-3,1
C=CCn1c(N=Cc2ccc(Cl)cc2)nc2ccccc21,1,0
Cc1c(C(=O)N2CCCCCC2)oc2ccc(S(=O)(=O)N3CCC4(CC3)OCCO4)cc12,18,-4
COc1ccc(C(=O)Nc2ccc3c(c2)N(C(=O)C2CCCO2)CC3)c(OC)c1OC (stereo not given),-5,-13
CCOC(=O)COc1cc(OCC(=O)OCC)c2c3c(c(=O)oc2c1)CCC3,-1,5
O=C(C(N=Nc1cccc(C(F)(F)F)c1)=C(O)c1cccs1)C(F)(F)F,.,-2
O=C(c1cccc2c1CCN2C(=O)c1ccccc1)N1CCCCC1,-1,-3
O=C(Nc1ccc(-c2nc3ccccc3c(=O)o2)cc1)c1cccc(Br)c1,0,0
Nc1nnc(SCC(=O)N2CCCC2)s1,-4,.
O=C1c2cccc(Cl)c2C(=O)c2c1cccc2N1CCOCC1,88*,10
CCc1ncc(C(=O)N2CCCCC2)c(-c2ccc(OC)cc2)n1,-7,-2
Cc1[nH]n(-c2ccc([N+](=O)[O-])cc2)c(=O)c1C=NCCN1CCN(C(=O)c2ccccc2)CC1,41,-2
CC(C)CNC(=O)C1CCN(Cc2ccccc2Cl)CC1,-3,-11
Cc1[nH]c(=O)c(C#N)c2c1COC(C)(C)C2,-12,.
O=S(=O)(c1ccc(Cl)cc1)c1nc(Cc2ccccc2)oc1N1CCOCC1,15,-3
CCc1nc2ccc(C(N)=O)cc2nc1CC,-4,-3
O=C(c1ccc(N2CCCC2)nn1)N1CCN(CCc2ccccc2)CC1,-1,-7
CC(=O)NCCc1csc(C2CCN(C(=O)Cc3ccccc3F)CC2)n1,15,2
CC(C)CCNC(=O)C1CCN(c2ncccc2-c2nc(-c3ccccc3)no2)CC1,-6,-3
Cc1nc(C)c(Cc2ccccc2F)c(N2CCN(C(=O)NC(C)C)CC2)n1,-4,0
CCOC(=O)NS(=O)(=O)c1ccccc1Cl,.,0
CN(C)C=C(Sc1ccc(Cl)cc1)C(=O)c1ccc(Cl)cc1,.,22
Cc1ccccc1-c1nnc(-c2ccncc2)o1,3,-8
CCc1ccccc1NC(=O)c1ccccc1N(Cc1ccccc1)S(=O)(=O)c1ccccc1,8,2
Cc1nonc1OCCNc1ccc([N+](=O)[O-])cc1,10,-3
Cc1ccc(OCCOCCN2CCN(C)CC2)c(I)c1,-10,3
O=C(Nc1c(Cl)cccc1Cl)C1CCCC1,-6,-8
COc1ccc(-c2nnc(SCC(=O)c3ccc(-c4ccccc4)cc3)o2)cc1OC,0,-4
c1cc2nncn2nc1N1CCSCC1,.,-9
Cc1ccc(Cc2cnc(NC(=O)c3ccccc3I)s2)cc1,1,12
COc1ccccc1N1CCN(C(=O)C2CC(=O)N(CCc3ccccc3)C2)CC1 (stereo not given),10,-5
Cc1cc(=O)n2[nH]c(-c3ccc(Cl)cc3)cc2n1,-4,-19
CCn1c(=O)c2c(ncn2Cc2ccccc2)n(-c2cccc(F)c2)c1=O,2,7
CC(N)=O,.,16
COCCNC(=O)C(C)NC(=O)c1ccc(Cl)cc1Cl (stereo not given),.,-1
CC(=O)Nc1cc(-c2nc3ncccc3o2)ccc1Cl,5&-4,2&-18
Cc1nc(CNC(=O)C2CCCN2S(=O)(=O)c2ccc(C(C)C)cc2)cs1 (stereo not given),18,-2
O=C(O)CCc1nc2ccccc2n(Cc2cccc(Cl)c2)c1=O,2,28
CC1C(=O)N(c2ccc3c(c2)OCO3)CCN1C(=O)c1ccc(Cl)c(Cl)c1 (stereo not given),6,-2
O=C1C(=Cc2cc(Cl)cc3c2OCOC3)Oc2c1ccc(O)c2CN1CCOCC1,9,4
O=C(NCCN1CCCC1)c1cccnc1N1CCNC(c2ccccc2)C1 (stereo not given),6,-32
CC1(C)Cc2c(sc3c2c2nnnn2c2nnnn32)CO1,7,20
CC(=O)N1CCN(c2nc3c(s2)CC(C(=O)NCc2cccc(Cl)c2)CC3)CC1 (stereo not given),13,3
O=C(/C=C/c1ccc(-c2ccccc2[N+](=O)[O-])o1)c1cccs1,39,-5
Cn1c(C2CCN(C(=O)NC3CCCCC3)C2)nc2cccnc21 (stereo not given),1,0
# (more compounds)
SMILES,mHTT-CaM PPI inh,Pf apPOL inh
CCCCOc1ccc(CNC(=O)C2CCCN(c3ccncc3)C2)cc1 (stereo not given),7,-1
CC(=O)N(CCC1(CCC(C)C)CCOC(C)(C)C1)Cc1ccco1 (stereo not given),17,0
Cc1ccc(NC(=O)N2CCC(n3c(-c4ccoc4)nc4cccnc43)C2)cc1 (stereo not given),5,-4
O=C(Cn1cc([N+](=O)[O-])nc1[N+](=O)[O-])N(Cc1ccccc1)Cc1ccccc1,14,1
CC(=O)Nc1cc(NC(=O)Cc2ccccc2)ccc1Cl,-6,-1
Cc1nc(C(=O)NCc2ccc(N3CCC(C)CC3)cc2)c(C)n1C1CCN(C)CC1,38,-3
CC1=C(C#N)C(=O)NC(=O)/C1=C\c1ccc(-c2ccc(Br)cc2C(=O)O)o1,27,-2
Cc1cc(C)nc(NC(=O)c2ccc(C)c(C)c2)n1,15,-3
CC(=O)N1CCc2ccccc2C1C(=O)NCc1ccc(C)c(C)c1 (stereo not given),-3,-1
CCC(=O)N1CCc2sc(C(=O)NCc3ccc(Cl)cc3)cc2C1,-3,-2

# Given with values under each structure: part of the list above.
# Value order: mHTT-CaM PPI inh, Pf apPOL inh
CCC(=O)N1CCc2sc(C(=O)NCc3ccc(Cl)cc3)cc2C1
  -3, -2
O=C(Cn1cc([N+](=O)[O-])nc1[N+](=O)[O-])N(Cc1ccccc1)Cc1ccccc1
  14, 1
CC(=O)N1CCc2ccccc2C1C(=O)NCc1ccc(C)c(C)c1 (stereo not given)
  -3, -1
Cc1cc(C)nc(NC(=O)c2ccc(C)c(C)c2)n1
  15, -3
CC(=O)N(CCC1(CCC(C)C)CCOC(C)(C)C1)Cc1ccco1 (stereo not given)
  17, 0
CCCCOc1ccc(CNC(=O)C2CCCN(c3ccncc3)C2)cc1 (stereo not given)
  7, -1
Cc1ccc(NC(=O)N2CCC(n3c(-c4ccoc4)nc4cccnc43)C2)cc1 (stereo not given)
  5, -4

# The results go on.
SMILES,mHTT-CaM PPI inh,Pf apPOL inh
COc1ccc(CC(=O)Nc2c3c(nn2-c2cccc(C)c2C)CS(=O)C3)cc1OC (stereo not given),-6,-6
CC(C)c1ccc(NC(=O)C2C3C=CC4(CN(Cc5cccnc5)C(=O)C24)O3)cc1 (stereo not given),1,5
CC(C)n1c(SCC(=O)Nc2ccc(OC(F)(F)F)cc2)nc2c1c(=O)n(C)c(=O)n2C,2,-8
O=C(c1ccc(F)c(F)c1)N1CCC(c2cnn(-c3ccc(F)cc3)c2)CC1,-2,-1
CCCC1(O)CC(c2cc(OC)ccc2OC)NC(c2cc(OC)ccc2OC)C1C (stereo not given),10&-1,-54&-6
O=C1OC(c2ccc(-c3ccccc3)cc2)=N/C1=C\c1ccc([N+](=O)[O-])cc1,6,-3
O=C(O)CCN1C(=O)C(=O)C(=C(O)c2ccccc2)C1c1ccccc1[N+](=O)[O-] (stereo not given),-3,-1
CSc1ccc(Cl)c(C(=O)N2CCN(c3nc(CN4CCCC4)cs3)CC2)c1,33,1
O=C(Cc1cccs1)N1CCN(c2nc(CN3CCOCC3)cs2)CC1,19,-5
c1ccc(N2CCCCCC2)nc1,-3,-9
OC(c1ccccc1)c1ccc(Br)cc1 (stereo not given),-26,6
O=C1NCC2=C1C(c1ccc(Br)cc1)Nc1ccccc1N2 (stereo not given),2,-11
NC(=O)C1CCN(Cc2cncc(-c3ccc4ccccc4c3)c2)CC1,43,-6
CCC(=O)Nc1cccc(-c2noc(C3CCCN(C(=O)c4ccccc4F)C3)n2)c1 (stereo not given),0,-6
Nc1cc(=O)[nH]c(SCn2nnc3ccccc3c2=O)n1,7,-2
Cc1cc(=O)n(CC(=O)Nc2cccc(C)c2C)c(N2CCCCC2)n1,-8,-3
C=CCNC(=O)c1ccc2c(c1)OCO2,-4,0
CCCC(=O)Nc1nc2c(s1)CN(S(=O)(=O)c1ccccc1)CC2,5,-7
Cc1cc(-n2nnc(C(=O)Nc3ccc(F)cc3)c2-c2cccnc2)ccc1F,0,0
COc1cc([N+](=O)[O-])cc2cc(C(=O)NC(C)(C)CC(C)(C)C)c(=O)oc12,5,-5
Cc1ccnc(NS(=O)(=O)c2ccc(NC(=O)CSc3nc(C)cc(=O)[nH]3)cc2)n1,-3&9,-2&-10
COc1cc(C2=N/C(=C\c3ccco3)C(=O)O2)cc(OC)c1OC,-3,-1
CCc1ccc(C(C)NC(=O)c2cn3c(n2)CCCC3)cc1 (stereo not given),1,3
O=C(Nc1cccc(F)c1)N1CCC(n2c(-c3ccoc3)nc3cccnc32)C1 (stereo not given),1,-11
Cc1nc2cc(-c3noc(-c4ccccc4)n3)ccc2o1,-3,-3
CC(C)CN1CCn2cc(C(=O)NCc3ccc(F)cc3Cl)nc2C1,16,-1
CC1CCN(CC(O)COC2CCCC2)CC1 (stereo not given),-1,-2
O=C(c1ccncc1)N1CCC(CCOCc2ccccc2F)CC1,-1,-3
CC(=O)c1cccc(NS(=O)(=O)c2cccc(C(=O)Nc3ccc(C(=O)O)cc3)c2)c1,2,5
O=C1OC(c2ccccc2Cl)=N/C1=C\c1cccs1,6,-3

# In the list so far, these have two or more sulfur atoms.
SMILES,mHTT-CaM PPI inh,Pf apPOL inh
Nc1nnc(SCC(=O)N2CCCC2)s1,-4,.
Cc1nc(CNC(=O)C2CCCN2S(=O)(=O)c2ccc(C(C)C)cc2)cs1 (stereo not given),18,-2
CSc1ccc(Cl)c(C(=O)N2CCN(c3nc(CN4CCCC4)cs3)CC2)c1,33,1
O=C(Cc1cccs1)N1CCN(c2nc(CN3CCOCC3)cs2)CC1,19,-5
CCCC(=O)Nc1nc2c(s1)CN(S(=O)(=O)c1ccccc1)CC2,5,-7
Cc1ccnc(NS(=O)(=O)c2ccc(NC(=O)CSc3nc(C)cc(=O)[nH]3)cc2)n1,-3&9,-2&-10

# New compounds follow.
SMILES,mHTT-CaM PPI inh,Pf apPOL inh
CCSc1nnc2c(n1)OC(c1ccccn1)N(C(=O)CC)c1ccccc1-2 (stereo not given),-1,0
CC(=O)Nc1ccc(-c2nnc(SCC(=O)N3CCOCC3)n2C)cc1,-3,0
CC1=C(C)CC(C(=O)NCc2ccc3c(c2)OCO3)C(C(=O)O)C1 (stereo not given),-1,7
Cc1ccc(C)c(NC(=O)CCc2cccc3[nH]ccc23)c1,1,0
O=C(Nc1cnc(-c2cccnc2)nc1)C1CCC1,2,-3
COc1ccc(C)cc1NC(=O)CN(c1ccccc1)S(C)(=O)=O,-2,10
O=C(CCNS(=O)(=O)c1ccc(Br)s1)NC1CCCC1,-9,8
CCc1cc(C(=O)N2CCN(c3ccccc3)CC2)nc2ccnn12,3,4
O=C(NCc1ccc(N2CCCC2)nc1)c1ccc(Cl)s1,-2,1
CCc1onc(C)c1C1CCCN1C(=O)NCC(=O)OC (stereo not given),-2,1
CC1Oc2ccc(NC(=O)CC(C)(C)C)cc2CN(Cc2ccccc2)C1=O (stereo not given),7,4
COCCN1CCC(CNC(=O)C(=O)Nc2ccc3c(c2)OCO3)CC1,-12,-8
Cn1nccc1C(=O)N1CCC(Nc2ncnc3c2CCC3)CC1,-1,0
CC1(c2ccccc2)CC(C)(C)N(C(=O)CSc2ncn[nH]2)c2ccccc21 (stereo not given),25,3
CC(C)C(=O)Oc1ccc2c(c1)OC(=Cc1cccs1)C2=O,39,-7
Cc1ccc(NC(=O)COc2cc(C)nc(N3CCC(C)CC3)n2)cc1,-3,-6
O=[N+]([O-])c1ccc(Cl)c(N=Cc2nc(-c3ccc(Br)cc3)oc2O)c1,2,0
Cc1cc(C2CCCN2C(=O)c2ccco2)no1 (stereo not given),0,-3
COc1cccc(OCCCOc2cc(C=O)ccc2OC)c1,-74,-3
CC(C)NC(=O)Cn1c(Cc2cccnc2)nc2ccccc21,-1,-3
COc1ccc(C(=O)N2CCCC3(C2)NC(=O)N(Cc2ccccc2)C3=O)cc1 (stereo not given),3,-2
COc1ccc(C(=O)N2CCCC(c3cccc(C(=O)N4CCC(C)CC4)c3)C2)cc1 (stereo not given),18,6
Nc1nc(N)c2nc(-c3ccccc3)c(N)nc2n1,.,10
CCCn1c(C2CCN(C(=O)c3ccc(OC)c(F)c3)C2)nc2cccnc21 (stereo not given),0,0
O=C(c1cccc(Br)c1)N1CCc2nc[nH]c2C1,6,-4
Cc1ccc(C(=O)Nc2ccc3c(c2)CCC(=O)N3C)s1,-6,-2
CCc1ccc(CNC(=O)c2ccnc(N3CCNC(c4ccccc4)C3)c2)cc1 (stereo not given),20,-9
CN(C)c1ccc(C(=O)Nc2nc(C(C)(C)C)cs2)cc1[N+](=O)[O-],62*,-8
Fc1ccc(CSc2ncn[nH]2)cc1,-6,-5
Cc1ccc(C(=O)NCCNc2c(Cl)cccc2[N+](=O)[O-])cc1,4,-7
O=C(Cn1ccc2sccc2c1=O)NC1CCCCC1,-4,-2
CCc1cccc(NC(=O)C2CC(=O)N(c3cccc(NC(C)=O)c3)C2)c1 (stereo not given),2,-1
COc1cc(NC(=O)C(=NC2CCCCC2)c2ccccc2NC(C)=O)cc(OC)c1OC,25,-1
O=C(CCNc1cccc2cccnc12)c1ccccc1,10,-3
O=C1/C(=C/c2ccccc2Cl)Sc2ccccc21,2,-1
CN(CC#N)C(=O)c1cc2ccccc2n1C,-1,-2

# High-throughput results: PubChem BioAssay, University of Kansas High Throughput Screening Laboratory
